# ASAP1 inh = ASAP1 ArfGAP inhibition; Q9ULH1; ASAP1-stimulated ARF1 GTP hydrolysis, GDP FP detection; inhibition, % at 16.5 µM; hit rate 0.19% among 360,000; AID 624377; in the data active means inhibition above about 25%;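 further: 0% = vehicle with enzyme and substrate and 100% = no enzyme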
# Target sequence (Q9ULH1 325-724 limits assumed): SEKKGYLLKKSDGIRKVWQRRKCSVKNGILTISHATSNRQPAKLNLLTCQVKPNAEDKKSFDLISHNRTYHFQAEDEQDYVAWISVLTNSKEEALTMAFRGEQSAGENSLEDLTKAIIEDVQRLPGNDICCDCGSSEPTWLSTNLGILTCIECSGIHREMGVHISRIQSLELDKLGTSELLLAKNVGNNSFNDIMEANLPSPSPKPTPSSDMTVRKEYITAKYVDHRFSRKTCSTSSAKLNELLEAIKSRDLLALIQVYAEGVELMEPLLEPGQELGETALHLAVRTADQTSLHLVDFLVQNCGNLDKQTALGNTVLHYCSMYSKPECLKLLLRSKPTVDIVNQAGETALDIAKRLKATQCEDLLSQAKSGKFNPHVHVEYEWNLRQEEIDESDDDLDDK
# proKLK7 act = activators of human kallikrein-7 zymogen; AID 652039; hit rate 0.9% among 370,000; activation, % at 7 µM; purified proKLK7, EDANS-DABCYL substrate fluorescence; 100% is mature enzyme control, 0% vehicle; P49862;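 active means activation above the mean of all tested compounds plus 3 SD, computed per campaign excluding outliers beyond control limits, cut at about 13% in these data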
# ARFGAP1 inh = inhibits rat ARF GTPase activating protein 1. inhibition, % at 16.5 µM. AID 651572. Q62848. Arfgap1-stimulated ARF1 GTP hydrolysis, GDP FP detection. hit rate 0.26% among 360,000;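 active means inhibition above a per-plate limit, mean inhibition of low control wells plus 3 SD, cut at about 25% in these data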;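 further: 0% = DMSO wells with enzyme and 100% = wells lacking Arfgap1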
# Target sequence (Q62848 1-136 limits assumed): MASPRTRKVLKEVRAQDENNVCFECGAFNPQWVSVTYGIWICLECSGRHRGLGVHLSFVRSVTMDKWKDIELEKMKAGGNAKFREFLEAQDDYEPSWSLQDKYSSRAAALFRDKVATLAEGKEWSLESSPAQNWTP
#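 Repeats: one replicate per compound; assay system: rat Arfgap1 catalytic domain, aa 1-136; times: enzyme reaction 120 min at 25 °C after 20 min preincubation; detection: FP of antibody-bound GDP Alexa 633 tracer, ex 620/em 688 nm; benchmarks: high control wells lacking Arfgap1, low control full reaction with DMSO; reagent: human ARF1(Δ1-17)-GTP substrate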
# UHRF1 binding = UHRF1 methyl-DNA binding inhibition | AID 687016 | hit rate 0.75% among 370,000 | UHRF1 binding to methylated oligo, TR-FRET | Q96T88 | inhibition, % at 4.4 µM; in the data active means inhibition above about 21%;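 further: UHRF1 SRA domain binding a hemimethylated CpG hairpin DNA probe; 0% = median of test compound wells and 100% = reference inhibitor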
# MBD2 DNA inh = blocks human MBD2 binding to methylated DNA; hit rate 0.31% among 370,000; inhibition, % at 4.4 µM; TR-FRET, MBD2 binding to methylated oligonucleotide; AID 686964; Q9UBB5; in the data active means inhibition above about 13%
# Target sequence (Q9UBB5 whole entry, looked up): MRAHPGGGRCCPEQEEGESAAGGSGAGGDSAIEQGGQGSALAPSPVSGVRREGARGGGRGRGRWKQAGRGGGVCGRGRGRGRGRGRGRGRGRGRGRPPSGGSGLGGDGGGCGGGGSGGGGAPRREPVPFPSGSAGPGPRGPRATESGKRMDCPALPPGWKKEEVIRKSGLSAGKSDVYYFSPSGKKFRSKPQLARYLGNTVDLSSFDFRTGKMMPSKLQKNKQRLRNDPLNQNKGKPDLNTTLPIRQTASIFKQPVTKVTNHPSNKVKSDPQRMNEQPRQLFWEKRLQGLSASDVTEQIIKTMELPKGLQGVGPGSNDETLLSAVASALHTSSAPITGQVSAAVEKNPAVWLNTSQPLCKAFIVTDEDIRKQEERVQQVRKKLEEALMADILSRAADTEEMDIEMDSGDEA
# Tn7 DDE FP = DD(E)-Tn7 binding inhibition, primary FP screen | FP displacement of FITC-Tn7 peptide from fibrin DD(E); 0% = median of compound wells per plate | AID 720508 | inhibition, % at 8.3 µM | hit rate 0.13% among 370,000 | P02675;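 active means inhibition above the mean of compounds falling within the control limits plus 3 SD of them, cut at about 14% in these data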;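 further: 0% = plate median of compound wells and 100% = 10 µM Aha-Tn7 peptide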
#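 Assay system: Human clot-derived fibrin DD(E) complex | Buffer or medium: Tris/NaCl/CaCl2 buffer, pH 7.8 | Repeats: One replicate per compound | Benchmarks: Aha-Tn7 high control | Measure: % inhibition scaled between sample-field median and high-control FP | Schedule: 10 min plus 3 h, room temperature | Signal: Fluorescence polarization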
# PLCb3 inh = inhibitors of human phospholipase C beta3. Q01970. Purified PLC-beta3, fluorogenic substrate, fluorescence. inhibition, % at 12.2 µM. hit rate 0.18% among 370,000; in the data active means inhibition above about 11%;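 further: 0% = median of compound wells on plate and 100% = full blocker control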
# PLC-gamma1 inh = blocks human PLC-gamma1 enzyme activity. P19174. purified PLC-gamma1, fluorogenic substrate, fluorescence. inhibition, % at 12.2 µM. hit rate 0.84% among 370,000; in the data active means inhibition above about 9.5%
# ADAM17 inh = inhibits human ADAM17; recombinant ADAM17, EDANS/DABCYL FRET peptide cleavage; inhibition, % at 6.95 µM; hit rate 0.83% among 370,000; AID 720648;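 active means inhibition above the mean of compounds lying between control limits plus 3 SD, set per campaign, cut at about 8.5% in these data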;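 further: 0% = DMSO-only wells as the low control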
# Tn6 DDE FP = inhibitors of Tn6 peptide binding to human fibrin DD(E) | P02675 | Fibrin DD(E) TRITC-Tn6 fluorescence polarization displacement | inhibition, % at 8.3 µM | hit rate 0.21% among 370,000 | AID 720509;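 active means inhibition above a per-campaign cutoff: mean of compounds within control limits plus 3 SD, cut at about 15% in these data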;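 further: 0% = median of all compound wells on the plate and 100% = blocking peptide control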
# Numbers without * were called inactive.
ARFGAP1 inh	UHRF1 binding	Tn6 DDE FP	MBD2 DNA inh	proKLK7 act	ASAP1 inh	PLC-gamma1 inh	PLCb3 inh	ADAM17 inh	Tn7 DDE FP	canonical_smiles
1	0	0	1	-0.2	-5	1	-1	-1	-8	CCOC(=O)[C@@H]1CCNC[C@@H]1c1ccccc1
3	6	4	3	0.1	-7	-16	-16	-7	2	COc1ccccc1C#Cc1cnc2c(c1)C(=O)N([C@H](C)CO)C[C@H](C)[C@@H](CN(C)S(=O)(=O)c1cn(C)cn1)O2
-5	1	-2	3	0.6	-2	-4	1	-5	7	CCOC(=O)C(=O)/C(C#N)=C/Nc1ccc(F)cc1
15	2	-6	6	-0.2	-4	1	-3	-8	-7	O=C(CCCCCCCC(=O)N1CCCC1)N1CCCC1
12	1	0	-3	-0.9	-14	-1	-5	-3	-2	CCOc1cc(C(=O)NN2CCOCC2)cc(OCC)c1OCC
8	-11	2	-12	4.3	-5	-186	-294	-7	1	O=C1C(Br)=Cc2cccc3cccc1c23
7	1	-1	4	-0.1	5	4	-3	-1	1	COc1ccccc1C(=O)NCCC(=O)N1CCCCC1
-3	-1	4	2	-1.2	7	-32	-38	-3	-1	Oc1sc(C=Nc2ccc(F)cc2)c2ccccc12
1	-2	-6	-2	-0.5	4	2	-2	1	-1	CC1Cc2nc(SCC(=O)Nc3nccs3)n(C)c(=O)c2S1 (stereo unspecified)
7	-2	1	-1	0.0	-8	-2	-5	-2	3	COc1ccc(-c2nnc(SCc3c(C)noc3C)o2)cc1
37*	1	-5	-2	-0.6	65*	3	-3	2	1	Cc1ccc(NC(=O)CN2C(=O)S/C(=C\c3cc(Cl)c(OCC(=O)O)c(Cl)c3)C2=O)cc1
1	7	-2	0	0.3	3	4	6	2	-1	COc1cc(CCC(=O)Nc2c(C(=O)N3CCN(c4ccccc4OC)CC3)oc3ccccc23)on1
-5	12	5	-3	0.0	-7	4	2	-5	5	CCCCNC(=O)c1nc(C2CCN(S(=O)(=O)c3ccccc3)CC2)oc1-c1cccc(C(F)(F)F)c1
3	-2	1	4	0.1	-7	2	2	0	-5	COc1c(Cl)cc(Cl)cc1C(=O)Nc1ccc(CN2CCCCC2)cc1
1	-2	-3	3	-0.6	2	1	-4	-8	8	CC(C)CCC(C)N=Cc1c(O)n(Cc2ccccc2)c(=O)c2ccccc12 (stereo unspecified)
1	-1	3	-1	0.0	2	-2	-3	-5	-1	COc1ccc(C(=O)COC(=O)CSCc2c(C)noc2C)cc1OC
7	3	-5	4	5.0	-16	-1	-8	-6	3	O=C(NCc1ccccc1)c1nc(S(=O)(=O)Cc2ccccc2)ncc1Cl
-4	1	4	-4	0.1	-8	4	5	4	-3	O=Cc1cnc(N2CCCCC2)s1
2	-3	-8	-9	-29	11	-55	-96	-1	-4	COc1ccc2[nH]c3c(c2c1)CCNC3c1ccc([N+](=O)[O-])o1 (stereo unspecified)
-1	3	5	3	0.0	9	-2	3	4	8	CCOC(=O)CCCCC(=O)NC(CO)C(=O)NC (stereo unspecified)

# Carrying on:
ARFGAP1 inh	UHRF1 binding	Tn6 DDE FP	MBD2 DNA inh	proKLK7 act	ASAP1 inh	PLC-gamma1 inh	PLCb3 inh	ADAM17 inh	Tn7 DDE FP	canonical_smiles
-3	0	8	-4	0.1	-12	0	-3	6	2	Cc1ccc(N2CC(C(=O)OCC(=O)c3c(N)n(CC(C)C)c(=O)n(C)c3=O)CC2=O)cc1 (stereo unspecified)
1	-4	2	-3	-0.1	11	1	-1	1	-1	O=C(CSc1nc2ncccc2[nH]1)c1ccc(F)cc1
-18	-2	-4	2	0.3	8	-2	4	-1	-1	O=C(Cn1cnc2c(nnn2Cc2ccc(F)cc2)c1=O)NCC1CCCO1 (stereo unspecified)
9	3	6	-7	0.0	0	6	-6	5	8	CCCCn1nc(C(=O)N(C)C2CCCCC2)c2ccccc2c1=O
8	0	-1	-3	-0.1	5	2	-1	-4	3	CN(C(=O)COC(=O)c1cccc(S(=O)(=O)N2CCCCCC2)c1)c1ccccc1
-10	0	-3	2	-0.7	-5	-1	-3	-6	-3	O=C(CCS(=O)(=O)c1ccccc1)Nc1nc2c(s1)CCCC2
-10	-3	-2	-2	-0.1	13	0	3	1	-1	O=C(CCS(=O)(=O)c1cc2c(cc1Cl)NC(=O)CO2)NCc1ccc(F)cc1
-9	0	4	3	0.1	-4	1	1	-6	7	Cc1ccccc1C(=O)N1CCCC(CCC(=O)N2CCN(c3ccccn3)CC2)C1 (stereo unspecified)
-5	-2	-1	3	-0.5	-2	-1	2	-3	-1	O=C(NCCc1cn2ccsc2n1)c1cccs1
16	1	0	2	-0.3	3	-1	-3	-5	3	COc1ccc(NC(=O)N2CCN(C(=O)Nc3ccc(OC)cc3)CC2)cc1
0	1	9	0	0.2	9	0	-3	-1	-5	COc1ccc(-c2cc(C(=O)N3CCN(Cc4ccccc4)CC3)no2)cc1OC
3	59*	-1	1	0.2	4	3	0	-2	-1	CCc1nc2c(c(=O)c3ccccc3n2C)c(=O)n1C1CCCCCC1
-6	1	-3	3	0.0	1	-1	-2	2	8	Cc1nonc1N1CCN(Cc2cn[nH]c2-c2ccc3c(c2)OCO3)CC1
5	11	8	7	0.0	-1	-1	0	-6	-2	O=C(c1cccc(Cl)c1)N(Cc1cccs1)C1CCS(=O)(=O)C1 (stereo unspecified)
6	0	-1	0	-0.3	-10	2	-2	-2	-3	Nc1ccccc1SCC(=O)Nc1nccs1
3	-4	-3	4	0.5	-11	-18	-27	-1	1	O=[N+]([O-])c1ccc(-c2ccc(/C=N/O)o2)cc1
0	3	-4	0	0.7	9	0	0	5	-3	CC(C)c1ccc(NC(=O)c2sccc2-n2cccc2)cc1
8	-1	3	-4	-0.2	0	-14	-16	-6	6	CN(C)C(CN1C(=O)C2CC=CCC2C1=O)c1cn(C)c2ccccc12 (stereo unspecified)
4	-2	8	-6	-0.5	-10	0	-5	2	0	Cc1[nH]c(C)c(S(=O)(=O)NCc2ccco2)c1C(=O)N1CCCCC1
-3	3	-1	-2	-0.3	-5	-2	-9	-2	3	CN(CC(=O)Nc1ccc(F)cc1)CC(=O)N1CCc2ccccc21

# 3 structures already listed, arranged by molecular weight, low to high.
ARFGAP1 inh	UHRF1 binding	Tn6 DDE FP	MBD2 DNA inh	proKLK7 act	ASAP1 inh	PLC-gamma1 inh	PLCb3 inh	ADAM17 inh	Tn7 DDE FP	canonical_smiles
8	-11	2	-12	4.3	-5	-186	-294	-7	1	O=C1C(Br)=Cc2cccc3cccc1c23
2	-3	-8	-9	-29	11	-55	-96	-1	-4	COc1ccc2[nH]c3c(c2c1)CCNC3c1ccc([N+](=O)[O-])o1 (stereo unspecified)
-3	3	-1	-2	-0.3	-5	-2	-9	-2	3	CN(CC(=O)Nc1ccc(F)cc1)CC(=O)N1CCc2ccccc21

# A run of entries of the results above, as a working copy:
ARFGAP1 inh	UHRF1 binding	Tn6 DDE FP	MBD2 DNA inh	proKLK7 act	ASAP1 inh	PLC-gamma1 inh	PLCb3 inh	ADAM17 inh	Tn7 DDE FP	canonical_smiles
-10	-3	-2	-2	-0.1	13	0	3	1	-1	O=C(CCS(=O)(=O)c1cc2c(cc1Cl)NC(=O)CO2)NCc1ccc(F)cc1
-9	0	4	3	0.1	-4	1	1	-6	7	Cc1ccccc1C(=O)N1CCCC(CCC(=O)N2CCN(c3ccccn3)CC2)C1 (stereo unspecified)
-5	-2	-1	3	-0.5	-2	-1	2	-3	-1	O=C(NCCc1cn2ccsc2n1)c1cccs1
16	1	0	2	-0.3	3	-1	-3	-5	3	COc1ccc(NC(=O)N2CCN(C(=O)Nc3ccc(OC)cc3)CC2)cc1
0	1	9	0	0.2	9	0	-3	-1	-5	COc1ccc(-c2cc(C(=O)N3CCN(Cc4ccccc4)CC3)no2)cc1OC
3	59*	-1	1	0.2	4	3	0	-2	-1	CCc1nc2c(c(=O)c3ccccc3n2C)c(=O)n1C1CCCCCC1

# Next entries follow.
ARFGAP1 inh	UHRF1 binding	Tn6 DDE FP	MBD2 DNA inh	proKLK7 act	ASAP1 inh	PLC-gamma1 inh	PLCb3 inh	ADAM17 inh	Tn7 DDE FP	canonical_smiles
5	-3	4	1	-0.4	-19	-6	-11	-3	3	Cc1ccc(C2/C(=C(\O)c3ccc4c(c3)OCCO4)C(=O)C(=O)N2Cc2cccnc2)cc1 (stereo unspecified)
1	13	-1	-2	0.3	-17	0	2	-2	6	Cc1csc(SC(C)C(=O)Nc2ccc(Cl)cn2)n1 (stereo unspecified)
11	-1	4	-1	0.3	12	0	0	-2	-5	Cn1c(Cn2nnc3ccccc32)nnc1SCC(=O)c1ccccc1F
4	3	-2	-1	-0.3	-2	-2	-4	-5	2	Cc1sc2nc(CSc3n[nH]c(N)n3)[nH]c(=O)c2c1C
-7	0	2	-1	-0.1	4	-2	-1	-4	0	O=C(CSCc1ccc(Cl)cc1)N1CCCCC1
10	-3	0	-8	-0.3	-7	-3	-1	-10	-5	Cc1nn(CCO)c(N)c1C1(O)C(=O)Nc2c(Cl)cc(Cl)cc21 (stereo unspecified)
1	-1	3	0	-0.1	-4	0	-2	2	3	CC(=O)Nc1ccc2nc(NC(=O)CCc3ccccc3)sc2c1
-9	0	7	1	0.6	4	0	-6	-3	-3	Cc1c(C(=O)Nc2ccc(F)cc2)nnn1-c1cccc(C(F)(F)F)c1

# Screens deposited in PubChem BioAssay by The Scripps Research Institute Molecular Screening Center.
